# GSK3 alpha inh: blockers of GSK3A enzyme activity – biochemical, luminescence, cell-free homogeneous, HTS, primary screen; Glycogen synthase kinase-3 alpha (Homo sapiens), P49840; GSK-3 alpha kinase, ADP-Glo luminescence, 60 min; inhibition, % at 10 µM; actives 0.1% (n = 320,000); AID 2650, 2010;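 in the data active means inhibition above about 50%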;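 further: GST-tagged GSK-3 alpha with peptide substrate and 25 µM ATP; 0% = DMSO neutral wells and 100% = GW8510 positive control wells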
# Target sequence (P49840 whole entry, looked up): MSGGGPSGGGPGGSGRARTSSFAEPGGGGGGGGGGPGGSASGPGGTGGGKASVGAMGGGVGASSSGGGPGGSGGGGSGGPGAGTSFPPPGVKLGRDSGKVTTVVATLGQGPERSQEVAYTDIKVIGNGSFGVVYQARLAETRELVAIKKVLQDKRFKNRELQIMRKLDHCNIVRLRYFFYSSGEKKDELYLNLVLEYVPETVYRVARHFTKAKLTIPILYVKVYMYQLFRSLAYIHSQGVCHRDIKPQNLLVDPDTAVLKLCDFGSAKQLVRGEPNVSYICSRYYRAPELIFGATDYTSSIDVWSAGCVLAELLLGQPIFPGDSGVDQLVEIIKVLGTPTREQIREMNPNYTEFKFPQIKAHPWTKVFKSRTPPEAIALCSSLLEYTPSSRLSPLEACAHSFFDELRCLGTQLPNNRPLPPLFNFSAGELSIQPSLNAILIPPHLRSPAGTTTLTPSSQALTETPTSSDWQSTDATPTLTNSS
# GSK3B inh: human GSK3beta kinase inhibitors, primary screen, biochemical, cell-free homogeneous, HTS; Glycogen synthase kinase-3 beta (Homo sapiens), P49841; GST-GSK3beta kinase, ADP-Glo luminescence, 60 min; stronger effect = lower value; activity score (negative = inhibition), % at 10 µM; actives 0.038% (n = 300,000); AID 2097, 2009;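 active means more than half of replicate wells score below -50%, meaning over 50% inhibition versus plate controls; inconclusive means some replicates but at most half score below -50%; inactive means no replicate scores below -50%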;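 further: 0% = median DMSO wells and -100% = median GW8510 positive control wells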
# Target sequence (P49841 whole entry, looked up): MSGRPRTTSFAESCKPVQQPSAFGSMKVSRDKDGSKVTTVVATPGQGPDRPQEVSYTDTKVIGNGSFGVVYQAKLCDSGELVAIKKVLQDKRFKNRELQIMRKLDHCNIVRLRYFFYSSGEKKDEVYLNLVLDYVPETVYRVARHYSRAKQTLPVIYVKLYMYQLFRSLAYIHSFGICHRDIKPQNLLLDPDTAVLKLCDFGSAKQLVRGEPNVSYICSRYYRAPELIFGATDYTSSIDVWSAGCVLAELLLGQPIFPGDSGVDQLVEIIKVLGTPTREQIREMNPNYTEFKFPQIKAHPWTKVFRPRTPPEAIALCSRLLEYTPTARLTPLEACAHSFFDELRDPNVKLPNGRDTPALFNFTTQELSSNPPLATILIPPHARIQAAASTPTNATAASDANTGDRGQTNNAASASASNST
#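 Test system – GST-tagged human GSK3beta kinase, cell-free · Incubation – 60 min enzyme reaction, room temperature · Signal – ADP-Glo luminescence · Also added – peptide substrate and ATP at 25 µM · Controls – DMSO neutral wells and GW8510 at 20 µM as positive · Buffer or medium – Tris/MgCl2 kinase buffer · Measure – Luminescence-derived activity versus plate DMSO and GW8510 wells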
# KLF5 inh: KLF5 expression inhibitors, primary screen, DLD-1 cells, luminescence; DLD-1 KLF5 promoter-luciferase reporter; inhibition, % at 5 µM; actives 0.23% (n = 290,000);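 active means inhibition above a per-plate limit of that plate's mean compound inhibition plus 3 SD, cut at about 60% in these data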;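 further: 0% = DMSO wells and 100% = LY294002 at 200 µM; higher means less KLF5 promoter-driven luciferase light; inactives centre near -14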
# aSyn UTR inh: MLPCN primary screen, SNCA 5' untranslated region; alpha-synuclein 5'UTR reporter, inhibitor activity; inhibition, % (tested at 7.5 µM); actives 0.82% (n = 300,000); in the data active means inhibition above about 60%; inconclusive means no clear call, values can overlap the other calls;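 further: H4 neuroglioblastoma cells stably carrying SNCA 5'UTR luciferase fusion; 0% = DMSO wells and 100% = positive control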
# IEC-6 cytotox: cytotoxicity in IEC-6 intestinal epithelial cells, primary screen, cytotoxicity control for KLF5 inhibitor project, cell-based, luminescence; IEC-6 cytotoxicity, luminescence viability; inhibition, % at 5 µM; actives 0.78% (n = 290,000); AID 1825, 2009; in the data active means inhibition above about 22%;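 further: 0% = plate median of test compound wells and 100% = cytotoxic reference compound wells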
# HSP90 inh: HSP90 inhibitors, primary screen, cell lysate, luminescence. Heat shock protein HSP 90 (rabbit reticulocyte lysate; luciferase refolding). Rabbit reticulocyte lysate, luciferase refolding luminescence, 3 h. inhibition, % at 5.6 µM. actives 0.91% (n = 290,000);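 active means inhibition above the screen-wide mean plus 3 SD, computed separately per campaign, cut at about 16% in these data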;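 further: 0% = DMSO wells and 100% = 60 µM geldanamycin wells; inhibitors lower the luminescence because luciferase stays unfolded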
# HSF1 inhib: HSF1 inhibitors in luciferase reporter cells, primary screen, cell-based, NIH3T3, luminescence. activity change, negative = inhibition, % at 7.5 µM (by protocol). AID 2098, 2009. NIH3T3-HGL HSE-luciferase, MG132-induced, luminescence 8 h; stronger effect = lower value. actives 0.77% (n = 300,000);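 active means more than half of replicate wells show activity change below -50%, luminescence cut by over half; inconclusive means some wells, but at most half, below -50%; inactive means no replicate well below -50%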;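 further: luciferase reports HSF-1 transcriptional activity via heat shock element; 0% = median of DMSO wells and -100% = zero luminescence signal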
# PolyA inhibitor: polyadenylation inhibitors in yeast reporter cells, primary screen, luminescence, S. cerevisiae; S. cerevisiae SKY197-pL101 polyadenylation reporter, beta-gal luminescence; efflux-impaired pdr1/pdr3 knockout yeast; score 100 = 6 SD above DMSO; calls only at 12 µM; actives 0.02% (n = 300,000); AID 1875, 2009;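 active means lowest replicate activity score at least 50, where 100 means six control SD above control mean; inconclusive means lowest score under 50 but half or more replicates reach 50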;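 further: yeast exposed to compound for 9 h at 30 °C; higher score means more reporter readthrough which indicates perturbed polyadenylation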
# HSF-1 act: HSF-1 activators, primary screen, NIH3T3-HGL cells, MG132 stress, luminescence, single point | activation, % at 9 µM | actives 1.7% (n = 300,000) | NIH3T3-HGL HSF-1 luciferase reporter, 8 h; 100% = twice DMSO control signal | AID 504408, 2011;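 active means mean replicate activation of at least 50% with a set share of replicates each reaching 50%; inconclusive means only one of those two conditions met; inactive means mean below 50% and too few replicates reaching it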;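 further: 0% = median of the neutral control wells and 100% = twice that signal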
# AI-2 QS mod: Vibrio harveyi AI-2 quorum sensing modulators, primary screen, JMH597 strain, luminescence/OD600 ratio | Vibrio harveyi JMH597 AI-2 luminescence/OD600 ratio, 9 h; stronger effect = lower value; strain lacks LuxN and CqsS sensors; 0 = neutral-control median | activity change, % at 7.5 µM | actives 0.4% (n = 300,000) | AID 2094, 2009; in the data active means activity change below about -75%, passing the limit was not always enough; inconclusive means no clear call, values can overlap the other calls;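 further: luminescence divided by OD600 gain over 9 h not by final OD600 alone; inactives centre near 13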
# * marks the source's active call; other numbers are inactive results; i = inactive; u = inconclusive; x = no result given. These rows are one share of the data (hit frequency here may not be typical).
SMILES,GSK3 alpha inh,GSK3B inh,KLF5 inh,aSyn UTR inh,IEC-6 cytotox,HSP90 inh,HSF1 inhib,PolyA inhibitor,HSF-1 act,AI-2 QS mod
CSc1nc2c(c(=O)[nH]1)C(c1ccncc1)C(C(=O)OC(C)C)=C(C)N2 (stereo unspecified),-1,1,-7,14,0,3,0,i,-2,23
CN(C)CC(=O)N1c2ccccc2CCc2ccc(NC(=O)c3ccc(N)cc3)cc21,x,2,1,-1,2,4,5,i,5,10
O=C(CCn1c(SCC(=O)NCc2ccco2)nc2ccccc2c1=O)NCCc1ccccc1,-1,2,-17,-7,3,0,12,i,8,13
COc1cccc2sc(N(C)c3ccccc3)nc12,3,3,-81,3,-4,12,19,i,64*,-14
NS(=O)(=O)c1ccc(CNC(=O)/C=C/c2c(F)cccc2Cl)cc1,1,1,-27,-5,-4,-2,-6,i,7,-27
COc1cccc(OC)c1C(=O)NC(=S)NCc1ccco1,-5,-2,-30,11,3,-1,-2,i,-4,6
CCNS(=O)(=O)c1ccc(CCC(=O)N2CCN(c3ccc(OC)cc3)CC2)cc1,0,2,-4,12,2,0,-7,i,-12,-1
CCOC(=O)c1ccccc1NC(=O)COc1cc(=O)n(CC)c2ccccc12,-2,3,-33,-12,7,-4,-6,i,0,32
CCCC(C)NC(=O)COC(=O)c1ccc(Cl)c(S(N)(=O)=O)c1 (stereo unspecified),1,5,-31,-15,0,2,-10,i,-8,14
O=Cc1cccnc1SCc1ccccc1,-3,1,x,-39,x,x,-7,i,-6,9
Cc1nc2cc(-c3sccc3-n3cccc3)nn2c(C)c1C,-2,1,-103,-60,9,3,9,i,23,11
CC(=O)N/N=C(\C)CC(=O)NC(C)(C)C,-1,3,-13,1,4,-4,u,i,-60,12
N#Cc1nc(Cc2cccc3ccccc23)oc1NCc1ccco1,0,2,-18,23,-5,2,7,i,12,14
CN(C(=O)c1ccc(OC2CCN(CCc3ccccc3)CC2)cc1)C1CCOCC1,-2,-4,4,1,3,1,-11,i,-18,25
CCOC(=O)c1[nH]c2c(c1-c1ccccc1)C(=O)CC(c1ccccc1)C2 (stereo unspecified),x,1,-22,-66,-7,1,15,i,14,23
CC(C)C(OC(=O)c1oc2ccccc2c1CSC1CCCCC1)C(=O)NC(N)=O (stereo unspecified),-6,3,-7,-10,-3,-1,-3,i,16,17
Cc1ccc(-n2cnnn2)c2cccnc12,-2,2,-14,14,5,-2,-8,i,-15,8
COCCNc1nnc(SCC(=O)NNC(=O)c2ccccc2)s1,0,-3,-18,24,2,-9,-4,i,-12,1
CC1CN(C(=O)c2ccn(C)n2)CC(C)O1 (stereo unspecified),x,0,-2,-22,-12,-1,x,i,x,-3
CCCCN(CC)C(=O)CN(C)S(=O)(=O)c1cccc2nsnc12,0,-4,-12,19,-1,3,-3,i,3,12
CN(C)CCCNC(=O)C(=O)Nc1cc2c3c(c1)CC(=O)N3CCC2,-1,2,-47,20,-8,-2,1,i,7,20
Cc1ccc2oc(=O)c3cnn(CC(=O)NCCCOC(C)C)c3c2c1,0,1,-18,-2,-3,-3,-1,i,1,28
O=C(COC(=O)c1ccc(O)cc1)Nc1ncc(Cl)cc1Cl,x,1,-18,-25,-2,-4,-3,i,-9,15
O=C(NN1C(=O)C2C(c3ccccc3)C=CC(c3ccccc3)C2C1=O)c1ccccc1 (stereo unspecified),0,3,13,-4,-13,2,4,i,29,17
CC(NC(=O)C1CCCN1S(=O)(=O)c1ccc2c(c1)n(C)c(=O)c(=O)n2C)c1ccccc1 (stereo unspecified),1,-2,1,-1,1,-4,u,i,-64,17
COc1ccc(S(=O)(=O)N2CCN(C)CC2)c(C)c1,-1,0,-19,8,4,-2,1,i,-2,0
C/C(=N\N=C\c1cccc(F)c1)c1nnn(-c2nonc2N)c1C,-1,2,-2,-5,-5,-7,10,i,-5,10
Cc1cc(S(=O)(=O)N(Cc2ccc(F)cc2)CC2CCCO2)ccc1-n1cnnn1 (stereo unspecified),-2,2,-3,-13,-6,1,0,i,5,5
COc1ccc2c(=O)cc(-c3ccccc3F)oc2c1,6,-3,-67,x,2,3,x,i,x,11
Cc1cc(NC(=O)CCC(=O)N(c2cccnc2)C(C(=O)NC2CCCC2)c2ccccc2)no1 (stereo unspecified),-1,1,-21,21,4,1,-3,i,12,38
COC(=O)C1CCN(C(=O)Nc2ccccc2)CC1,-3,0,-10,9,-5,-3,-5,i,-20,15
COc1ccc(C)cc1N(CC(=O)N1CCCCCC1)S(=O)(=O)c1ccc(C)cc1,1,3,7,1,0,5,7,i,-17,2
S=C(NCc1ccco1)Nc1cccc(Cl)c1,0,3,-42,-30,0,-1,11,i,-4,-8
CCOC(=O)Cc1csc(NC(=O)CN2C(=O)c3ccccc3S2(=O)=O)n1,-2,x,-7,x,1,1,x,x,x,x
COc1cccc(CN=CC2=C(O)CC(C)(C)CC2=O)c1OC,-1,-1,-19,10,-6,-2,3,i,-6,8
O=C(O)/C=C/C(=O)Nc1ccc2nccnc2c1,1,0,-17,-75,6,4,11,x,17,14
COc1ccc(CNC(=O)CN(Cc2ccc(Cl)cc2)C(=O)c2csnn2)cc1,0,-2,5,16,0,-2,4,i,42,17
CSc1nc2nc(C)c(C/C=C/c3ccccc3)c(=O)n2[nH]1,5,-1,-17,-6,5,-1,3,i,7,43
CCN(CC)Cc1oc(CO)cc(=O)c1O,2,3,-2,9,-11,-1,-6,i,-3,22
Cc1cc(NS(=O)(=O)c2ccc(NC(=O)COc3ccccc3[N+](=O)[O-])cc2)no1,-3,6,-5,-7,1,2,-7,i,-10,14
Cc1ccc[n+](C2C(c3ccc([N+](=O)[O-])cc3)C(C#N)=C([S-])NC2(O)C2CC2)c1 (stereo unspecified),1,0,-9,0,-4,3,6,i,-5,29
COc1ccc(NC(=S)NNC(=O)c2ccc(S(=O)(=O)N3CCOCC3)cc2)cc1,-1,-1,-33,11,4,-4,-4,i,-21,19
CCC(/C=N/NC(=O)C1COc2ccccc2O1)CC (stereo unspecified),0,1,-22,-28,-4,4,2,i,31,19
O=C(CCn1cnnn1)Nc1ccccc1,-3,7,-4,5,-2,-3,-8,i,-11,-2
CN(CC(=O)Nc1ccccc1Br)C(=O)c1cc(S(=O)(=O)N(C)C)ccc1N1CCCC1,1,-4,x,2,x,x,0,i,7,9
COc1cccc(CN2CC(C(=O)NCC3CCOCC3)CCC2=O)c1 (stereo unspecified),-1,-5,-32,2,-5,-8,-3,i,2,9
COCCN(CCOC)S(=O)(=O)c1ccc(C(=O)NC2CCN(Cc3ccccc3)CC2)cc1,-1,3,-11,-2,-3,0,20,i,38,13
CCOC(=O)c1csc(NC(=O)Nc2cccc(Cl)c2)n1,1,-1,-5,2,-8,-1,-1,i,-11,14
CC(=O)c1ccc(NC(=O)CSC2=NS(=O)(=O)c3cc(Cl)ccc3N2)cc1,x,5,x,-16,x,x,-3,i,-22,7
CCn1nc(C)c(NC(=O)c2ccc(Br)o2)c1C,-1,-4,-29,25,1,-4,-2,i,-2,4

# (more compounds)
SMILES,GSK3 alpha inh,GSK3B inh,KLF5 inh,aSyn UTR inh,IEC-6 cytotox,HSP90 inh,HSF1 inhib,PolyA inhibitor,HSF-1 act,AI-2 QS mod
O=C(NCC1CCCN(C(=O)c2cc(Cl)ccc2F)C1)c1ccc(F)cc1 (stereo unspecified),2,-2,5,-5,0,5,3,i,4,-16
O=C(NC1CCCC1)C(c1ccncc1)N(C(=O)Cn1nnc(-c2ccccc2F)n1)c1cccc(F)c1 (stereo unspecified),0,-1,26,8,-2,-3,-3,i,9,23
COc1ccc(NC(=O)C2CCCN(S(=O)(=O)c3cccc4cccnc34)C2)cc1 (stereo unspecified),0,-1,8,16,-2,-5,-27,i,-42,17
CN(C)S(=O)(=O)c1cccc(NC(=O)CSc2nc3ccccc3n2-c2ccccc2)c1,0,5,-7,0,5,2,1,i,9,20
COCCNC(=O)CSc1nc(-c2ccccc2)c(-c2ccccc2)o1,-16,3,-34,25,0,1,-3,i,12,9
CCN(CC)c1ccc(CNC(=O)C/C(C)=N/NC(=O)COc2ccc(C)cc2Br)cc1,2,1,-16,3,7,2,1,i,14,12
O=C(Nc1ccc(Cl)cn1)c1ccc2c(c1)OCCO2,0,-1,-29,26,6,15,2,i,9,31
COc1ccccc1/C=C(/C(=O)OCC(=O)Nc1cc(C)ccc1C)c1ccccc1,0,-2,-24,8,2,-2,3,i,2,31
Cn1c(NCC(O)c2ccccc2)nc2c1c(=O)n(Cc1ccc(Cl)cc1)c(=O)n2C (stereo unspecified),-4,1,-34,21,-1,-3,17,i,33,11
CC(NC(=O)COc1ccccc1)C(c1cccs1)N1CCCC1 (stereo unspecified),0,2,-15,12,2,1,-1,i,12,7
CCCn1ncc([C@@H]2C[C@H]3CN(Cc4cccc(Cl)c4)C(=O)[C@]34CCCN24)c1C,-2,2,7,23,5,-3,x,i,x,10
CC12CN3CC(C)(CN(C1)C3c1ccc3c(c1)OCO3)C2 (stereo unspecified),0,0,4,-16,-1,-2,0,i,-5,21
CCn1ncc(CNC(=O)C2(C)CC2(Cl)Cl)c1C (stereo unspecified),-1,-4,-24,-8,-1,3,0,i,3,13
OCC1(CCOc2ccccc2)CCN(CC2=Cc3cc(Cl)ccc3OC2)CC1,0,0,4,7,1,3,3,i,-5,9
O=C(c1cc2ccccc2cc1O)N1CCN(c2ccccc2O)CC1,0,0,x,-1,x,x,6,i,14,22
O=C(CSCc1ccc(F)cc1)NCc1ccc2c(c1)OCO2,3,0,10,-4,2,-1,4,i,8,17
N#Cc1ccc(OCC(=O)OCCCOC(=O)COc2ccc(C#N)cc2)cc1,0,2,-23,-10,4,0,2,i,3,9
O=C(CSc1nc(C(F)(F)F)cc(=O)[nH]1)Nc1nccs1,9,-5,x,1,x,x,-3,i,-4,22
Cc1[nH]n(-c2ccccc2)c(=O)c1N=Nc1c(Cl)cccc1Cl,-3,4,-14,-2,6,2,-8,i,5,3

# Source: PubChem BioAssay (several laboratories)
